MrgX1 antagonist = antagonists of human MrgX1 receptor | MRGX1-HEK293 calcium flux, Fluo-4, BAM8-22 antagonism; stronger effect = lower value | B-score at 10 µM | 1.3% of 310,000 active | AID 588676;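 active means calcium-response B-score plate-corrected more than 3 library SD below zero, starting fluorescence within 5 deviations, no agonist response on first addition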;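 further: peak minus trough fluorescence over baseline after final BAM8-22 challenge near maximal dose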
HIF act = HIF pathway transcriptional activation | U2OS HRE-luciferase reporter, luminescence; normalized: DMSO 0%, desferrioxamine 100% | activation, % at 7.5 µM (by protocol) | 0.32% of 300,000 active;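 active means mean activation of at least 10% of the iron chelator positive control signal, with at least half of replicates also reaching 10%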
TRPC6 inhibitor = blocks the mouse TRPC6 cation channel | Q61143 | HEK293-TRPC6, membrane potential dye, ACh-evoked depolarization; stronger effect = lower value | B-score at 10 µM | 1.1% of 310,000 active | AID 2553;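 active means B-score under library mean minus 3 SD, initial fluorescence not abnormally high, positive integrated signal ratio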;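 further: B-score derived from integrated fluorescence ratio over the kinetic read; more negative B-score means stronger inhibition of depolarization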
TRPC6 act = activates the mouse TRPC6 cation channel | B-score at 10 µM | HEK293-TRPC6 membrane potential dye fluorescence; stronger effect = higher value | Q61143 | 0.13% of 310,000 active;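 active means B-score of the integrated fluorescence ratio above library mean plus 3 SD, and starting fluorescence ratio within library mean plus 5 SD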;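 further: higher score means more depolarization so channel activation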
RGS4 block = human RGS4 inhibition; P49798; HEK293 M3R/RGS4 inducible, Fluo-4 calcium flux; stronger effect = higher value; triggered by carbachol at its EC20; B-score at 10 µM; 0.45% of 310,000 active; AID 463165;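 active means B-score, a plate-corrected calcium signal, over three deviations above library mean, with baseline fluorescence within five deviations of library mean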;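 further: RGS4 expression induced by doxycycline in cells with stable M3 receptor; B-score is computed from the integrated fluorescence ratio over baseline after carbachol; higher B-score means a larger calcium signal and so more RGS4 inhibition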
TRPC4 block = blocks the mouse TRPC4 cation channel | Q9QUQ5 | HEK293 TRPC4beta/mu-opioid, DAMGO-evoked Fluo4 calcium flux; stronger effect = lower value | B-score at 10 µM | 0.39% of 300,000 active;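 active means B-score over 3 SD under the library average, no early fluorescence shift, positive overall ratio signal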
Target sequence (Q9QUQ5 whole entry, looked up): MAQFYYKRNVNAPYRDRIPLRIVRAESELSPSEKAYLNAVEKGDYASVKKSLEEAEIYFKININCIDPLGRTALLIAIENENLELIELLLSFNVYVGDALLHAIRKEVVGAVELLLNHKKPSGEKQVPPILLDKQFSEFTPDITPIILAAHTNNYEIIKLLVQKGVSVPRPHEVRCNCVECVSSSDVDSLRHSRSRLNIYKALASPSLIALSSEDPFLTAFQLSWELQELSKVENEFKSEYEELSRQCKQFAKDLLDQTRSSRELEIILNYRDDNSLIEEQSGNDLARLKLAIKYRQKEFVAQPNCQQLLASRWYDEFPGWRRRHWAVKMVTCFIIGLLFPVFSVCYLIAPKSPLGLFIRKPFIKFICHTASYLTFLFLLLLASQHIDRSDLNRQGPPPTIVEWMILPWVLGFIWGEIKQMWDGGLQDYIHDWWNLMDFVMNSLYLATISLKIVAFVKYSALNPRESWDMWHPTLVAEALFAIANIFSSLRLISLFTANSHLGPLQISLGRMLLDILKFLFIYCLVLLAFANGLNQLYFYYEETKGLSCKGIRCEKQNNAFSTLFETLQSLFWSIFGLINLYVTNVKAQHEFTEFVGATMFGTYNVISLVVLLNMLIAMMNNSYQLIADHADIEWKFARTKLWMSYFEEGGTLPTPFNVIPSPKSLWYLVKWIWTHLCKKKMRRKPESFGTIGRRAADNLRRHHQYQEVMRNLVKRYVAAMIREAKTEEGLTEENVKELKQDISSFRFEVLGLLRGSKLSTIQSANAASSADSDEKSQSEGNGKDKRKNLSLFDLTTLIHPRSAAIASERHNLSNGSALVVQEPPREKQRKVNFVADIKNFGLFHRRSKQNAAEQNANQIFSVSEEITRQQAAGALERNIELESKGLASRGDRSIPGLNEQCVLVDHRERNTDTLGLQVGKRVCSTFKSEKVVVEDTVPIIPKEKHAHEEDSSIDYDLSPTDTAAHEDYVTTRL
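Material: HEK293 cells with stable TRPC4beta plus mu-opioid receptor expression; probe or stimulus: DAMGO in two steps, submaximal then maximal; technique: Fluo4 calcium fluorescence by kinetic imaging, 5 s 1 Hz baseline; measure: integrated fluorescence ratio relative to baseline, converted to per-well B score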
Platelet DG rel = modulates dense granule release in human platelets; human platelet-rich plasma, SFLLRN dense granule ATP release, luminescence; inhibition, %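 (compounds screened at 7.5 µM in platelet-rich plasma)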; 0.22% of 300,000 active;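 active means mean replicate score, as percent of positive control, at or above 50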
MrgX1 PAM = human MrgX1 positive allosteric modulation, primary screen. Q96LB2. MrgX1-HEK293, Fluo-4 calcium flux, FDSS; stronger effect = higher value. B-score at 10 µM. 0.63% of 310,000 active. AID 588675;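 active means plate-corrected calcium response at least 3 library SD above typical, normal starting fluorescence, not activating the receptor alone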;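 further: compound read alongside a low EC10 to EC30 dose of BAM8-22 agonist; peak minus trough fluorescence over baseline measured at the second addition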
RGS4 pot = RGS4 potentiation or activation. HEK293 M3R/inducible RGS4, carbachol calcium flux Fluo4; stronger effect = lower value. B-score at 10 µM. 0.92% of 310,000 active;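 active means B-score of the integrated calcium signal more than 4 SD below the library mean, with starting fluorescence not abnormally high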;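 further: negative B-score means reduced calcium response which marks RGS4 activation or potentiation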
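Assay system: HEK293 FlpIn-TREx cells, stable M3R, doxycycline-inducible RGS4 / Probe or stimulus: carbachol, ECmax concentration / Times: overnight RGS4 induction, 30 min dye load 37 °C, 20 min compound RT / Signal: kinetic calcium fluorescence imaging with Fluo4-AM dye, 2 µM / Measure: Agonist-evoked peak-minus-minimum fluorescence over baseline, integrated ratio, B score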
MrgX1 agonist = activates human MrgX1 receptor signaling | Q96LB2 | MrgX1-HEK293 cells, Fluo-4 calcium fluorescence, agonist mode; stronger effect = higher value | B-score at 10 µM | 0.44% of 310,000 active | AID 588627;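 active means calcium response B-score plate-corrected fluorescence ratio at least 3 library SD, with starting fluorescence B-score inside 5 SD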
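Material – MrgX1-expressing HEK293 cells · Input – 15,000 cells seeded per well · Dosing – compound as first of three additions · Times – overnight seeding, then 1 h dark dye loading · Measured by – kinetic Fluo-4 NW fluorescence of intracellular calcium · Read-out – B-scored fluorescence response ratio · Benchmarks – positive and negative control wells on each plate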
SKKanGAS inh = blocks kanamycin growth of S. pyogenes SKKanGAS strain; BacTiter-Glo, 6 h; inhibition, % at 7.5 µM; 1.3% of 300,000 active;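 active means mean replicate score, as percent of positive control median, at least 50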;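 further: strain carries kanamycin resistance gene driven by streptokinase promoter and grows in 40 µg/ml kanamycin; loss of luminescence reflects streptokinase promoter inhibition or plain growth inhibition; 0% = median of DMSO wells and 100% = positive control at its reference dose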
* = called active by the depositor; i = inactive; . = no result given. Rows are unselected. Share with any hit: about 6.1%.

SMILES	MrgX1 antagonist	HIF act	TRPC6 inhibitor	TRPC6 act	RGS4 block	TRPC4 block	Platelet DG rel	MrgX1 PAM	RGS4 pot	MrgX1 agonist	SKKanGAS inh
Cc1cccc(/N=C/c2c(O)n(Cc3ccc4c(c3)OCO4)c(=O)c3ccccc23)n1	i	0.1	i	i	i	i	9	i	i	i	3
Cc1ccc(S(=O)(=O)CC(=O)N2CCCC2)cc1	i	.	i	i	i	i	.	i	i	i	.
O=C(CSc1nc2ccc(Cl)cc2[nH]1)NCc1ccco1	i	-0.7	i	i	i	i	-2	i	i	i	-29
COc1ccc2cc(C(=O)O)n(CC(=O)c3ccccc3)c2c1	i	-0.8	i	i	i	i	-2	i	i	i	-5
CCc1nnc(NC(=O)CSc2nc(C)cs2)s1	i	0.4	i	i	i	i	6	i	i	i	-16
COc1ccccc1CNC(=O)C1CC2Cn3c(nc4ccccc43)C2N1C (centres undefined)	i	0.1	i	13*	i	i	3	i	i	i	0
NC1=NC(=O)C2(COC(c3cccnc3)OC2)S1 (centres undefined)	i	0.2	i	i	i	i	7	i	i	i	3
O=C(CSc1nnc(SCc2ccc(Cl)cc2)s1)N1CCOCC1	i	-0.8	i	i	i	i	6	i	i	i	-17
COC(=O)C(N)Cc1ccc(O)c(O)c1 (centres undefined)	i	-0.3	i	i	i	i	0	i	i	i	6
CCCCN(CC)Cc1ccc(CNC(=S)Nc2ccc(C)cc2Cl)o1	i	-1.9	i	i	i	i	-2	i	i	i	-11
CCOC(=O)c1csc(-c2sccc2Br)n1	i	1.9	i	i	i	i	17	i	i	i	6
O=C(NCC(=O)N(CCN1CCOCC1)C(C(=O)NC1CCCC1)c1cccnc1)c1cccs1 (centres undefined)	i	-0.2	i	i	i	i	-11	i	i	i	1
Cc1ccc(N(C(=O)c2csnn2)C(C(=O)NC2CCCC2)c2cccnc2)c(C)c1 (centres undefined)	i	-0.3	i	i	i	i	-13	i	i	i	-1
COc1cccc(C(=O)NC(C)CCc2ccccc2)c1 (centres undefined)	i	-0.8	i	i	i	i	2	i	i	i	7
COc1cccc(/C=C/c2ccc3cccc(O)c3n2)c1	i	2.6	i	i	i	i	10	i	i	i	98*
COc1ccc(CCNC(=O)CN(c2ccc(OC)c(OC)c2)S(C)(=O)=O)cc1OC	i	-0.8	i	i	i	i	0	i	i	i	-7
CC(=O)N(c1ccc(C(F)(F)F)cc1)S(=O)(=O)c1ccc(N2C(=O)CCC2=O)cc1	i	-0.4	i	i	i	i	0	i	i	i	5
C[C@@H](NC(=O)[C@@H]1Cc2ccccc2CN1)C(=O)Nc1ccc2c(c1)OCO2	i	1.2	i	i	i	i	6	i	i	i	4
COc1cc(C)c(C(C)C)cc1S(=O)(=O)n1cnc(C)c1	i	1.7	i	i	i	i	4	i	i	i	-2
CC1CCN(C(=S)NC(=O)c2ccccc2)CC1	i	0.3	i	i	i	i	3	i	i	i	3
COc1ccc(C(=O)NNC(=S)NC(=O)c2ccc(Cl)cc2)cc1	i	-0.4	i	i	i	i	3	i	-8*	122*	79*
COc1ccc(OC)c(S(=O)(=O)NCc2ccccn2)c1	i	-0.8	i	i	i	i	-2	i	i	i	0
O=C(N/N=C/c1cccnc1)C12CC3CC(CC(C3)C1)C2	i	0.4	i	i	i	i	-2	i	i	i	-7
Cc1ccc(C(=O)NCC(=O)OCC(=O)c2c(N)n(C)c(=O)n(C)c2=O)s1	i	-0.2	i	i	i	i	-1	i	i	i	-18
COc1ccc(OC)c(C(=O)Cn2nnc3ccccc3c2=O)c1	i	0.0	i	i	i	i	6	i	i	i	.
CCc1nnc(NC(=O)c2ccc(COc3ccccc3C)o2)s1	i	-0.4	i	i	i	i	-4	i	i	i	-4
O=C1C2CC=C(Cl)CC2C(=O)N1CCCCCCN1C(=O)C2CC=C(Cl)CC2C1=O (centres undefined)	i	-0.4	i	i	i	i	2	6.5*	i	i	12
C=CCc1ccccc1OCC(O)CN1CCN(c2ccccc2F)CC1 (centres undefined)	i	-0.1	i	i	i	i	15	i	i	i	-1
CCCS/C(N)=N/N=C/c1cc(C)ccc1O	i	6.2	i	i	i	i	-4	i	i	i	1
O=C(CSc1nc2ccccc2c(=O)[nH]1)Nc1cccc([N+](=O)[O-])c1	i	-0.6	i	i	i	i	-3	i	i	i	4
Cc1c(Cl)cccc1NC(=O)Nc1ccc(C(N)=O)cc1	i	0.0	i	i	i	i	-1	i	i	i	-5
Cc1c(C(=O)N/N=C/c2ccc(-c3ccccc3[N+](=O)[O-])o2)sc(N)c1C#N	i	1.7	i	i	i	i	9	i	i	i	18
COCC1CCN(C(=O)C2CCC(=O)N(C3CCCCCC3)C2)CC1 (centres undefined)	i	-0.4	i	i	i	i	-1	i	i	i	1
Cc1cccc(C=Nc2ccccc2C(N)=O)c1	i	2.4	i	i	i	i	-5	i	i	i	3
COCc1c(C(=O)NC(C)c2ccc(S(N)(=O)=O)cc2)oc2ccccc12 (centres undefined)	i	-0.1	i	i	i	i	-6	i	i	i	2
CC(c1ccccc1)N1CNc2c(c(=O)n(C)c(=O)n2C)C1 (centres undefined)	i	-1.5	i	i	i	i	-4	i	i	i	1
Cc1ccc(NC(=O)Cc2n[nH]c(=S)n2C)cc1	i	0.8	i	i	i	i	-6	i	i	i	2
COc1ccc(Cc2n[nH]c(=O)c3ccccc23)cc1OC	i	0.0	i	i	i	i	9	i	i	i	0
CN(Cc1ccccc1)S(=O)(=O)c1ccc2[nH]c(=O)ccc2c1	i	-0.2	i	i	i	i	4	i	i	i	0
CS(=O)(=O)N(CC(=O)N/N=C/c1cc2c(cc1Br)OCO2)c1ccccc1Br	i	-0.4	i	i	i	i	-21	i	i	i	17

A portion from the list above, as a working copy:
SMILES	MrgX1 antagonist	HIF act	TRPC6 inhibitor	TRPC6 act	RGS4 block	TRPC4 block	Platelet DG rel	MrgX1 PAM	RGS4 pot	MrgX1 agonist	SKKanGAS inh
CN(Cc1ccccc1)S(=O)(=O)c1ccc2[nH]c(=O)ccc2c1	i	-0.2	i	i	i	i	4	i	i	i	0
CS(=O)(=O)N(CC(=O)N/N=C/c1cc2c(cc1Br)OCO2)c1ccccc1Br	i	-0.4	i	i	i	i	-21	i	i	i	17

Remaining list, next part.
SMILES	MrgX1 antagonist	HIF act	TRPC6 inhibitor	TRPC6 act	RGS4 block	TRPC4 block	Platelet DG rel	MrgX1 PAM	RGS4 pot	MrgX1 agonist	SKKanGAS inh
Cc1ccnc(SCCn2c(N3CCC(C)CC3)nc3c2c(=O)n(C)c(=O)n3C)n1	i	0.1	i	i	i	i	19	i	i	i	1
CN1CCN(C(=O)c2cn(-c3ccccc3)nc2-c2cccnc2)CC1	i	0.2	i	i	i	i	0	i	i	i	1
O=C(O)CCC(=O)Nc1ccc(OCC(=O)O)cc1	i	-0.2	i	i	i	i	3	i	i	i	1
COc1nc(-c2ccncc2)nc2ccccc12	i	-1.4	i	i	i	i	-4	i	i	i	0
Cc1ccc(C(CNC(=O)Nc2ccccc2)N2CCN(C)CC2)cc1 (centres undefined)	i	-0.2	i	i	i	i	-4	i	i	i	-2
COc1ccc(OC)c(NC(=O)Cc2csc(NC(=O)Nc3ccccc3OC)n2)c1	i	0.1	i	i	i	i	-12	i	i	i	10
COc1cc(C(=O)O)ccc1OCC(=O)N1CCOCC1	i	0.1	i	i	i	i	6	i	i	i	0
CCOc1ccccc1OCC(=O)NNC(=O)Cn1cnc2c1c(=O)n(C)c(=O)n2C	i	-1.0	i	i	i	i	-8	i	i	i	-6
CC(C)c1onc(C(=O)N2CCN(C(c3ccccc3)c3ccccc3)CC2)c1[N+](=O)[O-]	i	0.3	i	i	i	i	-2	i	i	i	9
O=C(Nc1ccnn1C1CCN(Cc2cccnc2)CC1)c1ccccc1Cl	i	0.3	i	i	i	i	2	i	i	i	-1
CC(=O)N1CCCN(Cc2nc(C3(c4ccc(C)cc4)CCCC3)no2)CC1	i	-0.3	i	i	i	i	-25	i	i	i	-3
CCCCCNC(=O)c1c[nH]c2ccc(S(=O)(=O)N3CCC4(CC3)OCCO4)cc2c1=O	i	-0.1	i	i	i	i	9	i	i	i	-6
COc1ccc(NC(C)=O)cc1C#N	i	-0.4	i	i	i	i	9	i	i	i	-11
CSCC(=O)NC1CCCN(C2Cc3ccccc3C2)C1 (centres undefined)	i	-0.8	i	i	i	i	6	i	i	i	3
O=C(Nc1cccc(-c2nc3ccccc3s2)c1)c1cccs1	i	0.7	i	i	i	i	-1	i	-8.1*	i	-2
CCOC(=O)C1CCCN1C(=O)c1ccc(OC)c(Br)c1 (centres undefined)	i	-0.4	i	i	i	i	6	i	i	i	1
CCN1C(=O)/C(=C\c2nc3ccccc3c(=O)n2-c2ccccc2)c2ccccc21	i	-1.0	i	i	i	i	-2	i	i	i	6
C=CCNC(=O)c1ccc(-c2nc(-c3ccc(Cl)cc3Cl)cs2)cc1	i	0.0	i	i	i	i	-1	i	i	i	9
COc1ccc(C(=O)C2CCCN(C(=O)Cn3nc(C)cc3C)C2)cc1F (centres undefined)	i	-0.1	i	i	i	i	3	i	i	i	-6
COc1ccc(NS(=O)(=O)c2cccc(NC(=O)c3cnccn3)c2)cc1Br	i	-0.1	i	i	i	i	2	i	i	i	-4
CCn1c(CSc2nc3ccccc3s2)nnc1SCC(N)=O	i	1.0	i	i	i	i	-1	i	i	i	-2
O=[N+]([O-])c1ccc(S(=O)(=O)N2CCN(C3CCN(Cc4ccccc4)CC3)CC2)cc1	i	0.4	-5.9*	i	i	i	5	i	-7.5*	i	-2
C/C(=N\N=C(/C)c1cccc(N)c1)c1cccc(N)c1	i	1.5	i	i	i	i	7	i	i	i	-1
Brc1cccc(C2CC(c3ccccc3)n3nnnc3N2)c1 (centres undefined)	i	-1.0	i	i	i	i	4	i	i	i	1
O=c1[nH]c2ccccc2nc1-c1ccccc1	i	1.2	i	i	i	i	6	i	i	i	1
CS(=O)(=O)N(CC(=O)NCc1ccccc1Cl)c1cccc([N+](=O)[O-])c1	i	-0.6	i	i	i	i	0	i	i	i	-1
CCC(C)[C@H](NC(=O)C1CC(=O)N(c2ccc3c(c2)OCO3)C1)C(=O)NC1CCCCC1 (some centres undefined)	i	-0.1	i	i	i	i	5	i	i	i	0

Source: PubChem BioAssay (several laboratories)
